GSK3A inh: blockers of GSK3A enzyme activity – biochemical, luminescence, cell-free homogeneous, HTS, primary screen; Glycogen synthase kinase-3 alpha (Homo sapiens), P49840; GSK-3 alpha kinase, ADP-Glo luminescence, 60 min; inhibition, % at 10 µM; 0.1% of 320,000 active;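 in the data active = inhibition above about 50%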;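 also: GST-tagged GSK-3 alpha with peptide substrate and 25 µM ATP; 0% = DMSO neutral wells and 100% = GW8510 positive control wells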
Target sequence (P49840 whole entry, looked up): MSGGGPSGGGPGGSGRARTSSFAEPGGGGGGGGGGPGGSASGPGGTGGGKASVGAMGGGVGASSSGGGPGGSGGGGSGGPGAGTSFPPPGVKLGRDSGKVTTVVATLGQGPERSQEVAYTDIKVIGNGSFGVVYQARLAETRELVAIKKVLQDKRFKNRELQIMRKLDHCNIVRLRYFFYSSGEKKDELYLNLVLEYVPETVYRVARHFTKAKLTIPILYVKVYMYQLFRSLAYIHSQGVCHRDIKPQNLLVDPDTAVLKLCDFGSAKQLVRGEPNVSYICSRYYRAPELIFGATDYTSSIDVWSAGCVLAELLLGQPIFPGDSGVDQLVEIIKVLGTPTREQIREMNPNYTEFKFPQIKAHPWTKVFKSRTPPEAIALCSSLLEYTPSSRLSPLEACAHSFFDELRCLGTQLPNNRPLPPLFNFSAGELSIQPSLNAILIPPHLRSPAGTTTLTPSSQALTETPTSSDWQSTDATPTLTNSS
GSK3B inh: human GSK3beta kinase inhibitors, primary screen, biochemical, cell-free homogeneous, HTS | Glycogen synthase kinase-3 beta (Homo sapiens), P49841 | GST-GSK3beta kinase, ADP-Glo luminescence, 60 min; active compounds read low | activity score (negative = inhibition), % at 10 µM | 0.038% of 300,000 active;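 active = more than half of replicate wells score below -50%, meaning over 50% inhibition versus plate controls; inconclusive = some replicates but at most half score below -50%; inactive = no replicate scores below -50%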;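 also: 0% = median DMSO wells and -100% = median GW8510 positive control wells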
Target sequence (P49841 whole entry, looked up): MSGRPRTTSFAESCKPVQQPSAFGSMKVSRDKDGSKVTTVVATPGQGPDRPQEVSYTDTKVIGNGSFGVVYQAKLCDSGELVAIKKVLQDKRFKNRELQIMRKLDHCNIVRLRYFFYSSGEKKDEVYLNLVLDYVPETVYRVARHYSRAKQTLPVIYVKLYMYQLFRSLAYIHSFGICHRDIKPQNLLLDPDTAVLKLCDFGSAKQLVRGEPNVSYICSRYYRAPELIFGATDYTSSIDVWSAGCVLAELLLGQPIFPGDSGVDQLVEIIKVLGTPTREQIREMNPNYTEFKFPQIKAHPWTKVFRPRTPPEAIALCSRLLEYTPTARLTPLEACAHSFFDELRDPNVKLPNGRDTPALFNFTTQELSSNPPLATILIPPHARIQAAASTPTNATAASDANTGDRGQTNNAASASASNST
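test system = GST-tagged human GSK3beta kinase, cell-free | reagent = 25 µM ATP with peptide substrate | dosing = one dose of 10 µM per compound | schedule = 60 min reaction, RT | detection = luminescent ADP-Glo measurement of ADP formed | control set = DMSO neutral wells and GW8510 at 20 µM as positive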
HSF1 inhib: HSF1 inhibitors in luciferase reporter cells, primary screen, cell-based, NIH3T3, luminescence. activity change, negative = inhibition, % at 7.5 µM (by protocol). NIH3T3-HGL HSE-luciferase, MG132-induced, luminescence 8 h; active compounds read low. AID 2098, 2009. 0.77% of 300,000 active;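 active = more than half of replicate wells show activity change below -50%, luminescence cut by over half; inconclusive = some wells, but at most half, below -50%; inactive = no replicate well below -50%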;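 also: luciferase reports HSF-1 transcriptional activity via heat shock element; 0% = median of DMSO wells and -100% = zero luminescence signal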
Platelet DG rel: inhibitors of platelet dense granule secretion, primary screen, cell-based, MLPCN, human platelets; human platelet-rich plasma, SFLLRN dense granule ATP release, luminescence; 0.22% of 300,000 active; inhibition, %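 (compounds screened at 7.5 µM in platelet-rich plasma)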; AID 1663, 2009;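 active = mean replicate score, as percent of positive control, at or above 50; inconclusive = mean below 50 but at least one replicate at or above 50; inactive = mean and every replicate below 50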
HSP90 inh: HSP90 inhibitors, primary screen, cell lysate, luminescence; Rabbit reticulocyte lysate, luciferase refolding luminescence, 3 h; inhibition, % at 5.6 µM; 0.91% of 290,000 active;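 active = inhibition above the screen-wide mean plus 3 SD, computed separately per campaign, cut at about 16% in these data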;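 also: 0% = DMSO wells and 100% = 60 µM geldanamycin wells; inhibitors lower the luminescence because luciferase stays unfolded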
AI-2 QS modul: Vibrio harveyi AI-2 quorum sensing modulators, primary screen, JMH597 strain, luminescence/OD600 ratio | Vibrio harveyi JMH597 AI-2 luminescence/OD600 ratio, 9 h; active compounds read low; strain lacks LuxN and CqsS sensors; 0 = neutral-control median | activity change, % at 7.5 µM | 0.4% of 300,000 active | AID 2094, 2009; in the data active = activity change below about -75%, passing the limit was not always enough; inconclusive = no clear call, values can overlap the other calls;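 also: luminescence divided by OD600 gain over 9 h not by final OD600 alone; inactives centre near 13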
PolyA inhibitor: polyadenylation inhibitors in yeast reporter cells, primary screen, luminescence, S. cerevisiae; 0.02% of 300,000 active; calls only at 12 µM; S. cerevisiae SKY197-pL101 polyadenylation reporter, beta-gal luminescence; efflux-impaired pdr1/pdr3 knockout yeast; score 100 = 6 SD above DMSO;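 active = lowest replicate activity score at least 50, where 100 means six control SD above control mean; inconclusive = lowest score under 50 but half or more replicates reach 50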;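 also: yeast exposed to compound for 9 h at 30 °C; higher score means more reporter readthrough which indicates perturbed polyadenylation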
HSF-1 act: HSF-1 activators, primary screen, NIH3T3-HGL cells, MG132 stress, luminescence, single point | NIH3T3-HGL HSF-1 luciferase reporter, 8 h; 100% = twice DMSO control signal | activation, % at 9 µM | 1.7% of 300,000 active;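 active = mean replicate activation of at least 50% with a set share of replicates each reaching 50%; inconclusive = only one of those two conditions met; inactive = mean below 50% and too few replicates reaching it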;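 also: 0% = median of the neutral control wells and 100% = twice that signal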
DYRK1A inh: rat Dyrk1A kinase inhibitors, primary screen, biochemical, single point, plate reader; ADP-Glo luminescence, NFATc1 peptide; Dual specificity tyrosine-phosphorylation-regulated kinase 1A (Rattus norvegicus), Q63470; inhibition, % at 12.5 µM; 0.43% of 310,000 active; in the data active = inhibition above about 50%;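 also: plate controls were vehicle with enzyme for no effect and no enzyme for full effect; many of its hits are not listed in these tables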
HDAC3 inh: HDAC3 deacetylase inhibitors, primary screen, biochemical, fluorescence, cell-free homogeneous. Histone deacetylase 3 (Homo sapiens), O15379. recombinant HDAC3, fluorogenic peptide/trypsin coupled. inhibition, % at 8.3 µM. 0.15% of 320,000 active. AID 2718, 2010; in the data active = inhibition above about 26%, passing the limit was not always enough; inconclusive = no clear call, values can overlap the other calls
* hit, by the source's call; i = inactive; ? = inconclusive; . = no result given.

SMILES | GSK3A inh | GSK3B inh | HSF1 inhib | Platelet DG rel | HSP90 inh | AI-2 QS modul | PolyA inhibitor | HSF-1 act | DYRK1A inh | HDAC3 inh
CN1CCC(=NNC(=O)CN(c2ccc(Oc3ccccc3)cc2)S(C)(=O)=O)CC1 | -3 | 1 | 13 | -20 | 2 | 19 | i | 7 | -3 | -1
Nc1[nH]nc2nc(N3CCOCC3)nc(-c3ccccc3)c12 | 22 | -1 | -8 | -6 | 4 | 11 | i | 10 | 33 | 4
COc1ccc(N(CC(=O)Nc2cccc(F)c2)S(=O)(=O)c2c(C)[nH]c(=O)[nH]c2=O)cc1 | . | 0 | -4 | -2 | 9 | 5 | i | 3 | 1 | .
OCC1(CCc2ccccc2)CCN(Cc2cnc(N3CCCC3)s2)CC1 | -2 | 1 | -7 | -3 | 3 | 0 | i | -9 | 7 | 5
CCC(C)(C)NC(=O)CN(C(=O)CCC(=O)Nc1nccs1)c1ccccc1C | 2 | 1 | 5 | 17 | 0 | 12 | i | 3 | -4 | -2
CC1Cc2cc(/C=C3/SC(=S)NC3=O)ccc2O1 (centres undefined) | 2 | -3 | 14 | -22 | -5 | 6 | i | 23 | 84* | ?
COc1ccc(N2C(=O)CC(N3CCN(c4ccc(Cl)cc4)CC3)C2=O)cc1 (centres undefined) | -1 | -2 | 1 | -7 | -1 | 19 | i | 10 | -5 | 7
COc1ccc(N=c2oc3cc(O)ccc3cc2C(=O)NCC2CCCO2)c(OC)c1 (centres undefined) | 0 | -1 | 13 | 9 | 1 | 14 | i | 29 | 4 | -10
O=C(C1CC1)N1N=C(C2CCCCC2)CC1(O)C(F)(F)F (centres undefined) | -1 | 5 | -10 | 0 | -3 | 12 | i | -20 | -2 | -3
COc1cccc(-c2nnn(CC(=O)N3CCCCC3)n2)c1 | 9 | -3 | -5 | 9 | 13 | 2 | i | -1 | . | 1
Cn1c(CO)nc2cc(N)ccc21 | 6 | 2 | -8 | -5 | 2 | 2 | i | 1 | 0 | -5
O=C1CCCN2N=C(SCC(=O)Nc3cccc(C(F)(F)F)c3)SC2=N1 | -1 | 2 | 2 | -3 | 3 | -46 | i | 8 | 3 | -4
O=C1C2C3C=CC(C3)C2C(=O)N1c1cccc2cccnc12 (centres undefined) | 0 | . | . | . | 0 | . | . | . | 0 | -2
Cc1ccc(F)c(N=Cc2c(O)c3ccccc3oc2=O)c1 | -1 | 3 | -3 | -2 | -3 | -8 | i | 3 | 19 | -1
O=C(C1=C[C@H](c2coc3ccccc3c2=O)C[C@H](OCc2ccc(CO)cc2)O1)N1CCOCC1 | 1 | 3 | 2 | 18 | 8 | 6 | i | -15 | 3 | 7
CCOc1ccc(CNC(=O)C2CCN(S(=O)(=O)c3ccc4c(c3)CCCC(=O)N4)CC2)cc1 | 3 | 2 | 3 | -6 | -3 | 33 | i | -4 | -1 | 9
O=C(Nc1nnc(SCc2ccc(F)cc2)s1)C1CC(=O)N(Cc2ccccc2)C1 (centres undefined) | -3 | 1 | -1 | -7 | 1 | 17 | i | 2 | -2 | 1
O=C(/C=C/c1ccc(Cl)cc1)N(Cc1ccccc1)C1CCS(=O)(=O)C1 (centres undefined) | 1 | 1 | -3 | -2 | 6 | -3 | i | -6 | -7 | 1
Brc1ccc(CN2C3=NCCCN3c3ccccc32)cc1 | 4 | 0 | -5 | 11 | 0 | 20 | i | 28 | . | -3
CCOC(=O)C1CCN(Cc2ccc(F)cc2F)CC1 | -1 | -4 | 0 | -16 | -1 | 9 | i | 6 | 2 | 3
C=CCC1(CC=C)CCCN1C(=O)CC1C(=O)NCCN1Cc1cccc(OC)c1OC (centres undefined) | -2 | 5 | -6 | -2 | 2 | 23 | i | 25 | -3 | -1
Cc1ccc(C(=O)n2nc(C#N)c(C#N)c2N)cc1 | -3 | -4 | 0 | 2 | 4 | 8 | . | 5 | -3 | 1
CCc1nn(C(C)C(=O)Nc2cccc(C)c2C)c(=O)c2cc3occc3n12 (centres undefined) | -1 | -1 | -1 | 4 | 7 | 8 | i | 12 | 11 | -5
CCN1/C(=C/c2ccc3cc(C)ccc3[n+]2CC)Sc2ccc3sccc3c21 | 5 | 1 | 14 | 6 | . | 36 | i | 23 | -9 | 11
O=C(Nc1ccccc1N1CCN(c2ccccc2)CC1)C12CC3CC(CC(C3)C1)C2 | -1 | -2 | -4 | 14 | -1 | 5 | i | 8 | -3 | -2
(continued)
SMILES | GSK3A inh | GSK3B inh | HSF1 inhib | Platelet DG rel | HSP90 inh | AI-2 QS modul | PolyA inhibitor | HSF-1 act | DYRK1A inh | HDAC3 inh
CCOc1ccccc1NC(=O)CCC(=O)O | -3 | 3 | 3 | 3 | 3 | 17 | i | 4 | . | 5
Cc1ccccc1-n1c(-c2cccnc2)n[nH]c1=S | 0 | 2 | 0 | -7 | 0 | -6 | i | 5 | 4 | 10
O=Cc1ccc(OC(=O)CCCCC(=O)Oc2ccc(C=O)cc2)cc1 | 1 | -7 | 2 | -1 | -1 | 29 | i | 9 | 5 | 6
O=C(CCCN1C(=O)C(c2ccccc2)Oc2cccnc21)Nc1ccccc1Cl (centres undefined) | -2 | -3 | 1 | -8 | 2 | -10 | i | 5 | 3 | 3
Cc1ccc(CNC(=O)CN2C(=O)NC(C)(c3cccc(Br)c3)C2=O)cc1 (centres undefined) | 0 | 2 | -2 | 6 | -1 | -23 | i | -16 | -1 | 5
Cc1cccc(-c2noc(CCCC(=O)NCC3CCCO3)n2)c1 (centres undefined) | -2 | -2 | -10 | 5 | 1 | -9 | i | -8 | -8 | 0
COc1cc(-c2nc3sc(C)c(C)c3c(=O)o2)cc(OC)c1OC | -1 | 2 | -6 | -1 | 2 | 16 | i | 29 | 0 | -6
CC(=O)Nc1nc2ccccc2n1CCN1CCOCC1 | -2 | -2 | 2 | 0 | 4 | 25 | i | 0 | 2 | -10
CCCCNC(=O)c1cc(-c2ccc3c(c2)OCO3)on1 | -4 | 0 | 20 | 0 | 4 | 37 | i | 31 | -1 | 4
COC(=O)Cc1ccc(NC(=O)c2ccc3c(c2)C(=O)N(Cc2cccnc2)C3=O)cc1 | 0 | -1 | -8 | 7 | 4 | 11 | i | 4 | 0 | .
OC[C@@H](O)[C@@H](O[C@@H]1O[C@H](CO)[C@H](O)[C@H](O)[C@H]1O)[C@H](O)[C@@H](O)CO | 3 | 4 | -4 | -1 | . | 16 | i | -3 | -1 | -2
O=C(NCc1c(F)cccc1F)c1cc(COc2c(F)cccc2F)on1 | -2 | 0 | 3 | 1 | -1 | 11 | i | 27 | -1 | -4
N#C/C(=C/c1ccc(-c2ccccc2[N+](=O)[O-])o1)C(=O)NCCN1CCCCC1 | 1 | 0 | -6 | -6 | 0 | 3 | i | 17 | 12 | 16
Cc1ccc(S(=O)(=O)CC(=O)c2ccc(C)c([N+](=O)[O-])c2)cc1 | -4 | 1 | -2 | -2 | 4 | 30 | i | -4 | 7 | -1
O=C(Nc1cccnc1)c1cnn2c(C(F)F)cc(C3CC3)nc12 | 3 | -5 | -6 | 1 | -7 | 17 | i | -6 | 12 | 4
COc1ccc2nc(N3CCCC3)c(C#N)cc2c1 | 10 | -1 | 5 | 0 | -3 | 10 | i | 17 | -5 | -6
CCOC(=O)/C=C/C(=O)OCC(=O)N1CCN(C(=O)c2ccco2)CC1 | -36 | 0 | 28 | -7 | -2 | -6 | i | 32 | 2 | -14
COc1ccc(C(=O)COC(=O)/C=C/c2ccc(S(=O)(=O)Nc3cccc(S(N)(=O)=O)c3)cc2)cc1 | -2 | -2 | 9 | -4 | 0 | 40 | i | 9 | 0 | 0
CCN1CCN(c2ncc3c(n2)CC(c2cc(OC)c(OC)c(OC)c2)CC3=O)CC1 (centres undefined) | -4 | -2 | 2 | -2 | -1 | -7 | i | 16 | 3 | 9
O=C(O)c1cccc(S(=O)(=O)N2CCc3ccccc3C2)c1 | -3 | -1 | -4 | -1 | -2 | 10 | i | -1 | 7 | 17
Cc1onc(-c2ccccc2)c1CNS(=O)(=O)c1ccc(F)cc1F | 0 | 0 | -2 | 0 | 4 | 20 | i | -9 | -1 | 0
COC(=O)COc1ccc(/C=C2/SC(=O)N(CC(=O)N3CCCC3)C2=O)cc1Br | 0 | -1 | 2 | -6 | 1 | 25 | i | -14 | -2 | 1
Cc1ccc(C)c(N(CC(=O)NCc2ccccc2)C(=O)c2csnn2)c1 | -1 | . | -2 | -8 | -2 | . | i | 22 | 2 | -5
Cc1cccc2nc(Cn3c(=O)n(CCCC(=O)NCc4ccco4)c(=O)c4ccccc43)cc(=O)n12 | -3 | 0 | 3 | -5 | -1 | 30 | i | 7 | -3 | 1
CCc1sc(NC(=O)CCC(=O)O)nc1-c1cc2ccccc2oc1=O | -3 | 4 | 3 | -14 | 0 | 11 | i | -9 | -7 | 2
Carrying on:
SMILES | GSK3A inh | GSK3B inh | HSF1 inhib | Platelet DG rel | HSP90 inh | AI-2 QS modul | PolyA inhibitor | HSF-1 act | DYRK1A inh | HDAC3 inh
Cc1cc2cc(C(c3nnnn3Cc3ccco3)N3CCc4ccccc43)c(=O)[nH]c2cc1C (centres undefined) | 3 | -2 | 17 | -39 | 5 | 69 | i | 6 | 1 | -3
COc1ccccc1C(=O)Nc1ccnn1C1CCN(C(=O)c2ccoc2)CC1 | 1 | 2 | 1 | -3 | 0 | 9 | i | -9 | . | -14
CCN(CC)S(=O)(=O)c1ccc(-c2csc(C)n2)cc1 | -2 | 3 | 1 | 5 | -2 | 13 | i | -2 | -1 | 9
Fc1ccc(COc2cccc3cccnc23)cc1 | 0 | -3 | 41 | -7 | -6 | 17 | i | 39 | 2 | 2
Cc1cccc(C(=O)O)c1NC(=O)c1ccc(F)cc1 | 4 | 3 | -10 | -8 | 0 | 17 | i | -9 | -1 | 1
O=C(CCl)Nc1ccccc1C(=O)Nc1ccc2c(c1)OCO2 | 3 | -2 | 22 | 55* | 9 | 3 | i | 15 | 3 | .
O=C(Nc1ccc2c(c1)OCCO2)C1CCN(C(=O)c2ccccc2)CC1 | 3 | 1 | 7 | -1 | -2 | -2 | i | -5 | 2 | 0
COC(=O)n1c(=O)oc2ccccc21 | -1 | -2 | 2 | -10 | 4 | 25 | i | 0 | 1 | 0

Screening data from PubChem.

The list is partial; rates above refer to the full screens.
